Screening results as filed in PubChem BioAssay.
ERK EGF inh – EGF-driven ERK pathway inhibition | Potency, µM (titrated, usually from 11.5 µM), inactives show top-dose activity change, negative = inhibition, most hits filed as inhibitors | HEK293-V1b, EGF-stimulated phospho-ERK AlphaScreen | 130,000 tested, 0.41% active; active = well fitted inhibition curve with a large enough effect; inconclusive = small, poorly fitted or top-dose-only effect, or effect the other way;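 note: plate controls were stimulated vehicle wells for no effect and unstimulated vehicle basal for full effect; nearly all actives have a fitted effect of over 55% in size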
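EGF-stimulated (25 nM, 5 min) phospho-ERK in HEK293 cells stably expressing V1b, cells pretreated 30 min with compound at 37C. Homogeneous AlphaScreen read on lysates.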
* = called active by the depositor; ? = inconclusive; & = joins results of further samples; [ ] = dose if it differs, or a comment. Potency is the fitted concentration of half-maximal effect. Not all compounds are listed. The share of hits here may be higher or lower than overall.

Structure | ERK EGF inh
CNCC(O)CN(c1ccccc1)c1ccccc1 (stereo not drawn) | -2%
CCC(=O)Nc1ccc2nc(SCC(=O)N3CCOCC3)sc2c1 | -11%
Cc1sc2nc(CSCC(=O)NC(C)(C)C)[nH]c(=O)c2c1C | 3%
COc1cc(-c2cc(C(=O)OCC(=O)Nc3ccc4c(c3)OCO4)c3ccccc3n2)cc(OC)c1OC | 5%
CCOC(=O)N1CCN(C(=O)C(=O)NNC(=O)COc2ccc(Cl)cc2)CC1 | 6%
Cc1onc(-c2ccccc2)c1-c1csc(N/N=C/c2ccccc2Cl)n1 | 3%[57.5 µM]
Cc1nc(NCCOc2ccccc2)sc1C(=O)Nc1ccccc1 | -19%[57.5 µM]
CCCCCn1c(N)c(-c2nc3ccccc3o2)c2c([N+](=O)[O-])nn(CC)c(=O)c21 | -7%

Going on with the list.
Structure | ERK EGF inh
CC(C)(C)c1ccc(NC(=O)c2c(F)cccc2Cl)cc1 | 6%[57.5 µM]
CN1CCN(c2ccccc2NC(=O)c2cccc([N+](=O)[O-])c2)CC1 | -3%
COc1ccc2c(c1)O[C@@H]1c3ccc(OC)cc3OCC21 (stereo partly drawn) | 2%
COc1ccc(/C=C(\NC(=O)c2cccs2)C(=O)Nc2ccc(C)cc2)cc1OC | -3%
COc1cc([N+](=O)[O-])c2ncsc2c1 | 7%
CC1CCN(Cc2c(O)ccc3c2O/C(=C\c2ccco2)C3=O)CC1 | -10%
O=C(c1ccc(F)cc1)N1CCCN(c2nc(-c3ccccc3)ns2)CC1 | -5%[57.5 µM]
C=C1CCC[C@]2(C)C[C@H]3OC(=O)[C@H](CNCCc4ccccc4OC)C3CC12 (stereo partly drawn) | 3%

(cont.)
Structure | ERK EGF inh
CSc1ccc2c(c1)N(CC[C@H]1CCCCN1C)c1ccccc1S2 | -7%[25.7 µM]
Cc1cc(Nc2ccc(Cl)cc2)nc(N2CCOCC2)n1 | -3%[57.5 µM]
CSc1ccc(C(=O)C2CCCN(C(=O)c3ccc(C)nc3)C2)cc1 (stereo not drawn) | -6%[57.5 µM]
COc1cc(/C=N/NC(=O)C2(O)c3ccccc3-c3ccccc32)ccc1O | -7%
Cc1ccccc1Nc1nc(N)nc(COC(=O)c2cccc(S(=O)(=O)N(C)c3ccccc3)c2)n1 | 1%
CCn1c(C)cc(O)cc1=O | -3%[57.5 µM]
COCCn1c(SCc2nnc(-c3ccc(OC)c(OC)c3)o2)nnc1-c1ccncc1 | -7%[57.5 µM]
CCSc1nnc(NC(=O)c2cccc(S(=O)(=O)N(C)c3ccc(C)cc3)c2)s1 | 3%

An excerpt of these results, with the structure last.
| ERK EGF inh | mol |
| --- | --- |
| -3% | CN1CCN(c2ccccc2NC(=O)c2cccc([N+](=O)[O-])c2)CC1 |
| 2% | COc1ccc2c(c1)O[C@@H]1c3ccc(OC)cc3OCC21 (stereo partly drawn) |
| -3% | COc1ccc(/C=C(\NC(=O)c2cccs2)C(=O)Nc2ccc(C)cc2)cc1OC |
| 7% | COc1cc([N+](=O)[O-])c2ncsc2c1 |
| -10% | CC1CCN(Cc2c(O)ccc3c2O/C(=C\c2ccco2)C3=O)CC1 |
| -5%[57.5 µM] | O=C(c1ccc(F)cc1)N1CCCN(c2nc(-c3ccccc3)ns2)CC1 |
| 3% | C=C1CCC[C@]2(C)C[C@H]3OC(=O)[C@H](CNCCc4ccccc4OC)C3CC12 (stereo partly drawn) |

Following part.
Structure | ERK EGF inh
Cc1ccc(C(=O)OCCN(C)Cc2ccccc2)cc1 | -6%
Clc1ccc(-c2nc3ccncc3[nH]2)cc1 | -1%
C[C@H](NC(=O)c1ccccc1Cl)C(=O)OCCOc1ccc(Cl)cc1 | 1%[57.5 µM]
CC1CC(=O)NN=C1c1ccc(N)c([N+](=O)[O-])c1 (stereo not drawn) | 2%
COc1cc(/C=N/OCC(=O)NC2CCCCC2)ccc1OCc1ccccc1 | -6%
CN(C)CCNC(=O)/C(=C/c1ccc(-c2ccc(Cl)cc2)o1)NC(=O)c1ccccc1 | ?
Cc1cc(C(=O)OCC(N)=O)c(C)n1-c1ccccc1 | 4%
O=C(NC(=S)Nc1cccc(C(F)(F)F)c1)c1csnn1 | -12%[57.5 µM]

(list continues)
Structure | ERK EGF inh
CC1=C(C#N)c2nc(N)c(C#N)c(C)c2/C1=C\c1ccc(-c2ccccc2C(=O)O)o1 | ?
O=C1NC(=S)S/C1=C\c1cc2ccccc2nc1N1CCCCC1 | ?
CCOC(=O)c1ccc(NC(=S)NNC(=O)C2(C)CC2(Cl)Cl)cc1 (stereo not drawn) | 7%
CSc1ccc(NC(N)=S)cc1 | -9%
CC1=C(C(=O)OCc2ccccc2)C(c2cccs2)N2C(=O)CCSC2=N1 (stereo not drawn) | 1%
Cc1cccc(CN2CCN([C@@H](c3ccccc3)c3ccc(Cl)cc3)CC2)c1 | -2%[25.7 µM]
O=C(/C(=C/c1cccnc1)n1ccnc1)c1ccc(Cl)cc1Cl | -6%[57.5 µM]
Cc1cc(C(=O)N/N=C/c2c(C)nn(-c3ccccc3)c2C)c(C)o1 | 8%[57.5 µM]

Three of the compounds above, with each value named:
> CSc1ccc(NC(N)=S)cc1
  ERK EGF inh: -9%
> CC1=C(C(=O)OCc2ccccc2)C(c2cccs2)N2C(=O)CCSC2=N1 (stereo not drawn)
  ERK EGF inh: 1%
> Cc1cccc(CN2CCN([C@@H](c3ccccc3)c3ccc(Cl)cc3)CC2)c1
  ERK EGF inh: -2%[25.7 µM]

Remaining list, next part:
Structure | ERK EGF inh
CC(C)Cc1nc2ccccc2n1CCc1ccccc1 | -1%
CCOP(=O)(O)c1cccc(OCCOCCOc2cccc(P(=O)(O)OCC)c2)c1 | -3%
CCCCC(O)(CCCC)C(=O)NN(C(=O)OCC)c1ccccc1 | 1%
CC(=O)Nc1ccc(S(=O)(=O)Nc2ccc(=O)n(Cc3ccc(Cl)c(Cl)c3)c2)cc1 | -7%
C=CCN1c2ccccc2[C@]23C[C@@H](C(=O)OC)N(C(=O)c4cccs4)C2=NC(C(=O)OC)=C(C(=O)OC)[C@H]13 | 4%[57.5 µM]
CC(C)(C)C1c2[nH]c3ccccc3c2CCN1Cc1cccc(OCCO)c1 (stereo not drawn) | -2%
O=C(CCC1CCCN(C(=O)Cc2cccc(F)c2)C1)N1CCN(c2ccccn2)CC1 (stereo not drawn) | 29%
CS(=O)(=O)N1CCc2cc(S(=O)(=O)NCCNS(=O)(=O)c3ccc4c(c3)CCN4S(C)(=O)=O)ccc21 | -9%

Quoted at random: two records from the list, in no set order.
Structure | ERK EGF inh
CCOP(=O)(O)c1cccc(OCCOCCOc2cccc(P(=O)(O)OCC)c2)c1 | -3%
CC(=O)Nc1ccc(S(=O)(=O)Nc2ccc(=O)n(Cc3ccc(Cl)c(Cl)c3)c2)cc1 | -7%

Additional entries follow.
Structure | ERK EGF inh
CCOC(=O)CCNC(=O)N1CCCC(C(=O)c2ccccc2SC)C1 (stereo not drawn) | -3%
COC(=O)[C@H](Cc1ccccc1)NC(=O)NCc1ccc(C)cc1 | -2%[57.5 µM]
COc1ccc(-c2csc(NC(=O)CN3C(=O)CCC3=O)n2)c(OC)c1 | 2%
Cc1ccc(NC(=O)c2ccc(NCCc3ccccc3)c([N+](=O)[O-])c2)cc1F | 0%
COc1cccc(Nc2ccc(Nc3cccc(OC)c3)nn2)c1 | ?
O=C(CN1CCN(S(=O)(=O)c2ccc(F)cc2)CC1)c1ccc(O)c(O)c1 | -4%[57.5 µM]
Cc1cc2cc(C)c3nnc(SCC(=O)Nc4ccc(S(=O)(=O)N5CCCCC5)cc4)n3c2cc1C | -4%
COc1ccc(/C=C/C(=O)O)cc1S(=O)(=O)NCC1CCCO1 (stereo not drawn) | 7%[57.5 µM]

(continued)
compound	ERK EGF inh
CCOP(=O)(OCC)C(Nc1cccc([N+](=O)[O-])c1)c1ccc(OC)cc1 (stereo not drawn)	-1%[57.5 µM]
CS(=O)(=O)N(CC(=O)N/N=C/c1ccccn1)c1ccc(Oc2ccccc2)cc1	-1%[57.5 µM]
CNC(=O)c1c(NC(=O)c2ccc(N3C(=O)CCC3=O)cc2)sc2c1CCCC2	-5%[57.5 µM]
CC1CCN(C(=O)c2cc(-c3ccc(Cl)c(Cl)c3)on2)CC1	1%
O=S(=O)(NN=C1CCCCCCC1)c1ccc(Br)cc1	0%
Cc1ccc(-n2c(C)nn(Cc3ccc([N+](=O)[O-])cc3)c2=O)cc1	-8%
C=C1CCN([C@H](C(=O)Nc2ccc(OC)cc2)C(C)C)S(=O)(=O)c2ccccc21	23%[57.5 µM]
CNCc1ccccc1Sc1ccc(O)c(O)c1	0%
CC(=O)c1cccc(CN2CCN(CC=C(C)C)C(CCO)C2)c1 (stereo not drawn)	-13%[57.5 µM]
N=c1c2c(ncn1CCCO)Oc1c(ccc3ccccc13)C2c1ccccc1 (stereo not drawn)	-11%[57.5 µM]
CCNc1nc(NCC)n2c(SCC(=O)c3ccccc3F)nnc2n1	-2%
CCCN1C(=O)S/C(=C/c2ccc(N3CCOCC3)o2)C1=O	?

The list goes on.
compound	ERK EGF inh
NNC(=O)C(=O)Nc1ccc(Cl)c(Cl)c1	-6%[57.5 µM]
Cc1cc(C)n(-c2nnc(NC(C)(C)C)nn2)n1	2%
COc1ccccc1N1CCN(C(=O)/C=C/c2cccc([N+](=O)[O-])c2)CC1	-9%[57.5 µM]
Cc1n[nH]c(C)c1CCN(C)Cc1cn(C)nc1-c1ccc2c(c1)OCCO2	-7%
CCOC(=O)NNS(=O)(=O)c1cc(Br)ccc1Br	-2%
CCO[C@@H]1OC(C(=O)Nc2ccccc2)=C[C@H](c2ccc3c(c2)OCO3)[C@H]1CCCO	-8%[57.5 µM]
COc1ccccc1C1CCN(c2cc(O)ccc2[N+](=O)[O-])CC1	?
Cc1cccc(C)c1NC(=O)CN(c1ccccn1)S(=O)(=O)c1ccccc1	-3%
COC(=O)[C@@]1(Cc2ccccc2)[C@H]2c3cc(C(=O)N4CCCC4)n(CCSCCO)c3C[C@H]2CN1C(=O)c1ccccc1	-3%&-2%
COc1ccc(NCC(=O)Nc2ccc(Br)cc2F)c(OC)c1	0%[57.5 µM]
CCc1nc(N2CCN(C(=O)c3ccccc3)CC2)c2c3c(sc2n1)CCCC3	-6%
Cc1cc(C)nc(SCC(=O)Nc2ncc(Cc3cccc(Cl)c3)s2)n1	-11%

Further compounds
compound	ERK EGF inh
CC(C)(C)c1ccc(S(=O)(=O)NCc2ccc(C(=O)NCc3ccccn3)cc2)cc1	10%
CC(C)CCNC(=O)c1c(CSc2ccccc2)noc1C(=O)NCc1ccccc1	-2%[57.5 µM]
CCn1c(Cc2ccccc2)nnc1SCC(=O)Nc1ccc(C)cc1	2%
CC(C)[C@H](NC(=O)[C@H](CCCN=C(N)N)NC(=O)NC(Cc1ccccc1)C(=O)O)C(=O)NC(C=O)CCCN=C(N)N (stereo partly drawn)	4%
CCN(CC(=O)Nc1ccc(C(C)=O)cc1)CC(=O)Nc1cccc(OC)c1	-3%
C=CCc1cccc(/C=C/c2cc(=O)c3ccccc3[nH]2)c1O	?
CN(Cc1ccco1)c1ccnc(-c2ccoc2)n1	6%
O=C(NCCc1ccccc1)N1CCCC(CNS(=O)(=O)Cc2ccccc2)C1 (stereo not drawn)	3%
O=C(O)c1ccccc1C(=O)Nc1ccc(Oc2ccccc2)cc1	-7%[57.5 µM]
O=C(NC(=S)Nc1cccc2ncccc12)c1ccccc1	-1%
O=c1c(-c2ccccc2)c[nH]n1-c1cccc([N+](=O)[O-])c1	-1%
COc1ccc(/C=C/C(=O)Nc2ccc(NC(C)=O)cc2)cc1S(=O)(=O)N1CCOCC1	25%[57.5 µM]

(continued)
compound	ERK EGF inh
CN1CCN(c2ccc(CNS(=O)(=O)c3ccc(Cl)cc3)cc2)CC1	-1%[57.5 µM]
O=C(C1CCC(=O)N1Cc1cccs1)N1CCOCC1 (stereo not drawn)	-10%
CC(C)C(NC(=O)CN(c1cccc(F)c1)S(C)(=O)=O)C(C)C	3%
O=c1cc(-c2cccc(O)c2O)oc2ccccc12	-4%
Cc1nnc(SCC(=O)N(C(C)C)C(C)C)[nH]c1=O	-2%
CCN(CC)CCNC(=O)/C(=C/c1cn(C)c2ccccc12)NC(=O)c1ccc(OC)c(OC)c1	0%[57.5 µM]
Clc1ccc(C2[C@H]3CN(CC4CCCCC4)[C@H](c4ccccc4)C34CC2(c2ccccc2)C4)cn1 (stereo partly drawn)	2%
COC(=O)c1c(NC(=O)CCC(=O)O)sc2c1CCCCC2	1%
CCc1nn(CC(=O)Nc2cc(C)ccc2C)c(=N)s1	-1%
O=C(CCl)N1CCN2C(=O)c3ccccc3C12c1ccc(Cl)cc1 (stereo not drawn)	-7%
O=C(NCCC1=CCCCC1)c1cc2ccccc2oc1=O	-8%[57.5 µM]
CCCc1nc(NCc2ccncc2)c2nnn(Cc3ccccc3F)c2n1	8%

More entries
compound	ERK EGF inh
C/C(=N\NC(=O)CN1CCN(S(=O)(=O)c2ccc(C)cc2)CC1)c1ccncc1	-7%[57.5 µM]
COc1cc(/C=C2/NC(=O)NC2=O)cc(Br)c1OCc1cccc(C(=O)O)c1	-5%
CS(=O)(=O)N1CCN(c2ncnc3c2cnn3-c2ccccc2)CC1	2%
Cc1cc(S(=O)(=O)n2cnc3ccccc32)c(C)cc1Cl	-6%
C#CCSc1nc2[nH]ncc2c(=O)[nH]1	-8%
Cc1cc(N2CCN(C3CCCCC3)CC2)n2nc(C)nc2n1	-1%
COc1cc(SC)ccc1C(=O)OCC(=O)NC1CC1	-6%
COC(=O)c1scc(C)c1S(=O)(=O)Nc1ccc(C)cc1	-11%[57.5 µM]
C/C(=N/NC(=O)c1cccc(C)c1)c1c(O)cc(C)oc1=O	0%
C=CCNC(=O)c1cc(Cl)ccn1	1%
CC1=Nc2cc(C(=O)O)ccc2Sc2ccc(C)cc21	-2%
CCCC/C(O)=C1\C(=O)CCCC1=NCCc1c(C)[nH]c2ccccc12	-9%[57.5 µM]
CCc1cc2c(=O)c(-c3nc4ccccc4[nH]3)coc2c(CN2CCCCC2)c1O	3%[57.5 µM]
O=C(O)c1cc(-c2ccc(/C=N/N3C(=O)C4C5C=CC(C6CC56)C4C3=O)o2)ccc1Cl (stereo not drawn)	0%
